# CSN inh: inhibitors of CSN-mediated cullin deneddylation, primary screen, biochemical, fluorescence polarization, uHTS. COP9 signalosome complex subunit 5 (Homo sapiens), Q92905. Purified CSN, SCF-Nedd8-OG deneddylation. inhibition, % at 12.5 µM. hit rate 0.38% among 360,000. AID 651999, 2013;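 active means pattern-corrected inhibition above about 35%, with an unprinted fluorescence ratio check between 0.5 and 1.5, limit read from the data, passing the limit was not always enough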;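 further: 0% = enzyme with substrate and 100% = substrate without enzyme; some results filed as inactive read as strong as hits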
# Target sequence (Q92905 whole entry, looked up, one chain of several): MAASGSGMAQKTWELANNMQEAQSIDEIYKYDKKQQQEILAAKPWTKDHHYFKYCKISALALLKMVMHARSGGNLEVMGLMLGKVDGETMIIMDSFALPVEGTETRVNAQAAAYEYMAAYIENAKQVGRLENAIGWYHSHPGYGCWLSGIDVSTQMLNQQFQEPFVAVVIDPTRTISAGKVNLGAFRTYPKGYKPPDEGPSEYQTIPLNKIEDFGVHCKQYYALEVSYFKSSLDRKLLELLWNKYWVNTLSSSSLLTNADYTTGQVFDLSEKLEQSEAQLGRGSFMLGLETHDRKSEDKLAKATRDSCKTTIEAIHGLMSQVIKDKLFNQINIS
#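 Assay system: purified human Csn5 enzyme expressed in HEK293T cells; Input: 0.24 nM Csn5 enzyme, final concentration; Reagent: 10 nM SCFSkp2-Nedd8OG; Compound dosing: 12.5 µM single point; Times: reaction 90 min, room temperature; Technique: fluorescence polarization readout.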
# STEP block: STEP phosphatase inhibitors, primary screen, biochemical, fluorescence intensity, uHTS; Tyrosine-protein phosphatase non-receptor type 5 (Homo sapiens), P54829; recombinant STEP, OMFP fluorogenic substrate; inhibition, % at 20 µM; hit rate 0.25% among 360,000;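 active means inhibition at 20 µM, scaled per plate between control wells, above about 37%, limit read from the data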;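 further: 0% = DMSO with enzyme and substrate and 100% = substrate only without enzyme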
#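 Assay system: isolated STEP enzyme. Buffer or medium: pH 6.0 Bis-Tris with DTT and Tween 20. Also added: fluorogenic phosphatase substrate OMFP at 25 µM final. Dosing: 20 µM, 1% DMSO. Timing: 20 min reaction, room temperature, in the dark. Measured by: fluorescence intensity, excitation 480 nm, emission 540 nm. Evaluation: normalized % inhibition.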
# NadD inh: inhibitors of S. aureus NadD, primary screen, biochemical, colorimetric, uHTS; inhibition, % at 20 µM; purified NadD enzyme, colorimetric absorbance read-out; hit rate 0.78% among 360,000; in the data active means inhibition above about 26%; further: some compounds past the cut are filed as inactive
# Neddyl block: inhibitors of cullin neddylation, primary screen, biochemical, TR-FRET, uHTS, NAE and Ubc12; hit rate 0.58% among 360,000; NEDD8-conjugating enzyme Ubc12 (Homo sapiens) + NEDD8-activating enzyme E1 regulatory …; calls only at 25 µM; in the data active means inhibition above about 36%
# Scp1 inh: Scp-1 phosphatase inhibitors, primary screen, biochemical, colorimetric, uHTS; Recombinant Scp1, phosphopeptide, malachite green phosphate absorbance; hit rate 0.88% among 340,000; inhibition, % at 20 µM;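 active means inhibition above about 50% at 20 µM, limit read from the data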;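 further: plate controls were DMSO wells with enzyme for no effect and wells lacking enzyme for full effect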
#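 System: SCP-1 catalytic domain; Reagent: Phospho 17-mer peptide substrate; Doses: one concentration, 20 µM, with 1.0% DMSO; Incubation: 45 min room-temperature reaction, 5 min colour, 30 min stabiliser; Signal: Phosphate-binding colour reagent, absorbance read at 630 nm.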
# LMPTP block: LMPTP phosphatase inhibitors, primary screen, biochemical, fluorescence intensity, uHTS; Low molecular weight phosphotyrosine protein phosphatase (Homo sapiens), P24666; recombinant LMPTP-A, OMFP fluorogenic substrate; inhibition, % at 20 µM; hit rate 0.22% among 360,000; AID 651560, 2012;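 active means compounds that cut the enzyme signal by at least half of the control window in the single-dose screen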;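 further: plate controls were DMSO wells with enzyme plus substrate for no effect and substrate without enzyme for full effect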
# Target sequence (P24666 whole entry, looked up): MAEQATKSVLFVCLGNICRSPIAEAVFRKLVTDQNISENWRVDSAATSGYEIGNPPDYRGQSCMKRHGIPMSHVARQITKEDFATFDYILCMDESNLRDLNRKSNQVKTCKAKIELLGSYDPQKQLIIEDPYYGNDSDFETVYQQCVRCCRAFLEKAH
#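 Buffer or medium: Bis-Tris pH 6.0, DTT, detergent; Assay system: LMPTP-A enzyme; Quantity: 0.625 nM enzyme; Detection: endpoint fluorescence intensity; Times: 50 min dark incubation at room temperature; Controls: substrate-only low control, DMSO enzyme-plus-substrate high control; Doses: single 20 µM dose; Read-out: percent inhibition versus substrate-only and uninhibited controls; Reagent: 400 µM OMFP.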
# Rin1-Abl PPI inh: inhibitors of Rin1-Abl protein binding, primary screen, biochemical, TR-FRET; Tyrosine-protein kinase ABL1 (Homo sapiens) + Ras and Rab interactor 1 (Homo sapiens), …; inhibition, % at 7.35 µM; hit rate 0.4% among 360,000; AID 588664, 2011; in the data active means inhibition above about 5%, passing the limit was not always enough
# DNMT1 block: human DNMT1 methyltransferase inhibitors, primary screen, biochemical, molecular beacon, fluorescence, HinP1I cleavage, uHTS; DNA (cytosine-5)-methyltransferase 1 (Homo sapiens), P26358; inhibition (reported as % activation of signal), % at 10 µM; hit rate 0.83% among 360,000; in the data active means inhibition above about 50%
# Rpn11 inh: Rpn11 (PSMD14) deubiquitinase inhibitors, primary screen, biochemical, fluorescence polarization, uHTS. human 26S proteasome, Ub4-pepOG fluorescence polarization; 20S core pre-blocked with epoxomicin. calls only at 20 µM. hit rate 0.59% among 360,000. AID 588493, 2011;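 active means inhibition at 20 µM, scaled to each plate's controls, above about 33%, limit read from the data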
# Target sequence (O00487 whole entry, looked up): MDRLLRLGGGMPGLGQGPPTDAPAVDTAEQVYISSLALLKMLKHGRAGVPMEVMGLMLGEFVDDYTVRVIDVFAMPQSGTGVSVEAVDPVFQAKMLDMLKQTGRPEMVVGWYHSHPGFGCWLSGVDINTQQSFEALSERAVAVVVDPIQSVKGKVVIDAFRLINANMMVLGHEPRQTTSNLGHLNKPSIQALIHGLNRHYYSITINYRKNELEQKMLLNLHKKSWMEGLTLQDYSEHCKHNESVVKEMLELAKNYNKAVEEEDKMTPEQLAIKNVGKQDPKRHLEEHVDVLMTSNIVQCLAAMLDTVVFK
# SUMO1 PPI mod: modulators of SUMO1 protein-protein interactions, primary screen, biochemical, uHTS; Small ubiquitin-related modifier 1 (Homo sapiens), P63165; SUMO1 binding to a labelled peptide, TR-FRET, 1 h; inhibition, % at 20 µM; hit rate 0.33% among 360,000; AID 602429, 2012; in the data active means inhibition above about 37%
# Target sequence (P63165 whole entry, looked up): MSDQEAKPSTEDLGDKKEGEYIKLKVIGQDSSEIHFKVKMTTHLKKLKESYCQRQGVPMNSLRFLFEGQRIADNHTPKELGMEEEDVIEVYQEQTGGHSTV
# * hit, by the source's call; i = inactive; · = no result given; & = joins results of further samples.
1: CC(C)[C@H](NC(=O)c1ccccc1)C(=O)OCC(=O)NCCC1=CCCCC1
2: Cc1ccc(C(=O)NS(=O)(=O)c2ccc(C)cc2)cc1
3: C=CCn1c(C)nnc1SCC(=O)Nc1ccc2c(c1)OCCO2
4: COC(=O)c1[nH]c2c(c1C)C(=O)CC(c1cccc(OC)c1)C2 (stereo not drawn)
5: COC(=O)c1ccc(CSc2nc3c(cnn3-c3ccc(C)c(C)c3)c(=O)[nH]2)o1
6: O=S(=O)(c1cccc(-c2cn3cccnc3n2)c1)N1CCCCCC1
screen / no.,1,2,3,4,5,6
CSN inh,2,-2,0,-2,1,4
STEP block,7,0,-1,1,0,-2
NadD inh,-5,-3,-4,-4,12,10
Neddyl block,i,i,i,i,i,·
Scp1 inh,-10,-11,5,4,-7,0
LMPTP block,-0.4,-0.7,0.2,1.0,0.6,0.8
Rin1-Abl PPI inh,-2,2,4,5,0,1
DNMT1 block,-4,0,1,-2,-6,-1
Rpn11 inh,i,i,i,i,i,i
SUMO1 PPI mod,6,3,3,1,0,5

# Given tab-delimited: entries from further up
no.	Structure	CSN inh	STEP block	NadD inh	Neddyl block	Scp1 inh	LMPTP block	Rin1-Abl PPI inh	DNMT1 block	Rpn11 inh	SUMO1 PPI mod
6	O=S(=O)(c1cccc(-c2cn3cccnc3n2)c1)N1CCCCCC1	4	-2	10	·	0	0.8	1	-1	i	5
3	C=CCn1c(C)nnc1SCC(=O)Nc1ccc2c(c1)OCCO2	0	-1	-4	i	5	0.2	4	1	i	3
5	COC(=O)c1ccc(CSc2nc3c(cnn3-c3ccc(C)c(C)c3)c(=O)[nH]2)o1	1	0	12	i	-7	0.6	0	-6	i	0
2	Cc1ccc(C(=O)NS(=O)(=O)c2ccc(C)cc2)cc1	-2	0	-3	i	-11	-0.7	2	0	i	3

# The list continues.
7: Cc1ccccc1Nc1nc(CSc2nnc(-c3ccoc3C)n2C)cs1
8: CCCCNC(=O)c1onc(CSc2ccccn2)c1C(=O)NCCCC
9: CCN1CCN(CC(=O)c2ccc(OC)cc2)CC1
10: CCOC(=O)N1CCC(NC(=O)c2cc(COc3c(C)cccc3C)on2)CC1
11: CCCCn1c(N)c(N(CC(C)C)C(=O)C2CCN(S(=O)(=O)c3ccc(OCC)cc3)CC2)c(=O)[nH]c1=O
12: C=CCn1c(NCCO)nc2c1c(=O)n(C)c(=O)n2C
screen / no.,7,8,9,10,11,12
CSN inh,4,3,-5,-2,3,6
STEP block,-1,2,-3,0,2,2
NadD inh,24,-5,0,-3,1,8
Neddyl block,i,i,i,i,i,i
Scp1 inh,-5,-3,-1,-11,30,-4
LMPTP block,1.2,-0.5,-1.1,-0.4,0.3,-0.8
Rin1-Abl PPI inh,-1,3,1,-1,0,2
DNMT1 block,-17,5,0,-3,0,1
Rpn11 inh,i,i,i,i,i,i
SUMO1 PPI mod,7,-4,-2,4,1,2

13: CC(CN1CCN(Cc2ccccc2)CC1)c1ccccc1 (stereo not drawn)
14: COC(=O)COc1ccccc1C(N)=O
15: COc1ccc(NC(=O)c2cccc(S(=O)(=O)N3CCN(C)CC3)c2)c(OC)c1
16: CCC1Sc2ccc(S(=O)(=O)CCC(=O)NCc3ccco3)cc2NC1=O (stereo not drawn)
17: CCN1CCCC1Cn1cnc2c([nH]c3cccc(Cl)c32)c1=O (stereo not drawn)
18: COc1c2c(nc3ccccc13)OC(C(C)(O)COC(C)=O)C2 (stereo not drawn)
screen / no.,13,14,15,16,17,18
CSN inh,-1,6,9,2,2,-3
STEP block,0,2,-1,-1,1,-1
NadD inh,-2,5,4,3,-7,-4
Neddyl block,i,i,i,i,i,i
Scp1 inh,6,-9,-5,5,-4,0
LMPTP block,-0.5,-1.3,-0.4,-1.5,-1.1,0.1
Rin1-Abl PPI inh,0,-1,0,2,-4,1
DNMT1 block,2,2,-8,6,-2,3
Rpn11 inh,i,i,i,i,i,i
SUMO1 PPI mod,-2,0,2,-1,-4,-2

19: CN(C)C(=O)N1CCC(C(=O)NCc2ccc3c(c2)OCO3)CC1
20: Cc1cc(Br)ccc1SCC(=O)OCC(=O)Nc1ncc(C(F)(F)F)cc1Cl
21: Cc1ccc(CSCC(=O)Nc2cc(S(=O)(=O)N3CCOCC3)ccc2OC(C)C)cc1
22: CCc1ccccc1NC(=O)c1ccc(-n2c(C)ccc2C)cc1
23: Cc1sc(NC(=O)c2ccco2)c(C(c2cccnc2)N2CCN(c3ccc(F)cc3)CC2)c1C (stereo not drawn)
24: CC1(C(=O)NC2CCN(Cc3ccccc3)CC2)CCN1Cc1cc2ccccc2o1 (stereo not drawn)
screen / no.,19,20,21,22,23,24
CSN inh,-9,1,0,8,4,2
STEP block,0,1,4,3,1,-4
NadD inh,6,-1,-6,25,14,-10
Neddyl block,i,i,i,i,·,i
Scp1 inh,-1,-13,-11,-7,-6,·
LMPTP block,-1.5,3.8,1.3,1.7,5.0,-1.4
Rin1-Abl PPI inh,-2,-3,0,2,-2,1
DNMT1 block,1,-2,-3,-6,-11,0
Rpn11 inh,i,i,i,i,i,i
SUMO1 PPI mod,1,-1,8,-2,5,2

25: C=C1/C=C(\C)C(C)(O)CC(O)CC(=O)C(O)C(O)C(C)CC(C)OC(=O)/C(C)=C/CC/C=C/C(OC)C(O)CC(C)C1 (stereo not drawn)
26: COc1ccc(-c2cc(=Nc3c(C)n(C)n(-c4ccccc4)c3=O)c3ccccc3o2)cc1
27: O=C1C(Cc2ccccc2)Nc2ncnc(N3CCOCC3)c2N1Cc1ccccc1 (stereo not drawn)
28: O=C(Nc1ccc(OC(=O)c2ccco2)cc1)c1ccco1
29: CCc1nnc(NC(=O)CSc2nnc3c(n2)[nH]c2ccccc23)s1
30: Cc1c(Cl)cccc1NC(=O)CSc1nccn1C
screen / no.,25,26,27,28,29,30
CSN inh,2,6,-3&1,5,-3,-4
STEP block,1,-2,3&-1,1,2,-1
NadD inh,-6,8,1&0,1,1,-5
Neddyl block,i,·,i,i,i,i
Scp1 inh,-2,4,-8,5,1,-8
LMPTP block,-0.3,-0.3,-1.0&-0.6,1.0,2.8,-0.2
Rin1-Abl PPI inh,3,1,2&3,2,3,2
DNMT1 block,-5,-3,-2&-4,6,2,3
Rpn11 inh,i,i,i,i,i,i
SUMO1 PPI mod,2,-13,3&4,2,-2,0

31: O=C(COC(=O)c1ccc(CNS(=O)(=O)c2ccc(F)c(Cl)c2)cc1)NCC1CCCCC1
32: CCC(=O)N1CCCC1(C)C(=O)Nc1ccc2c(c1)CCN2C(C)=O (stereo not drawn)
33: Cc1ccc(OCc2nc3c4c(ncn3n2)-c2ccccc2CC42CCCC2)cc1
34: O=C(Nc1ccc(Cl)cc1Cl)c1cccc(N2C(=O)C=CC2=O)c1
35: CN(C)C(=O)CSc1nnc(Cc2ccccc2)n1CC1CCCO1 (stereo not drawn)
36: Cc1[nH]ccc(=O)c1OCc1c(F)cccc1Cl
screen / no.,31,32,33,34,35,36
CSN inh,-14,3,0,1,-6,-4
STEP block,-4,-2,4,-2,0,2
NadD inh,-4,1,-6,22,-11,9
Neddyl block,i,i,i,i,i,i
Scp1 inh,-5,·,-13,-2,-8,-4
LMPTP block,-0.6,-1.0,0.8,0.3,-2.2,-0.8
Rin1-Abl PPI inh,1,2,-1,-1,1,2
DNMT1 block,-6,-1,-3,-5,1,-1
Rpn11 inh,i,i,i,i,i,i
SUMO1 PPI mod,2,-5,3,4,2,-1

37: COc1ccc(C2/C(=C(\O)c3ccc4c(c3)CC(C)O4)C(=O)C(=O)N2Cc2cccnc2)c(OC)c1 (stereo not drawn)
38: COc1cccc(/C(O)=C2\C(=O)C(=O)N(c3ccccn3)C2c2cccc(OC)c2OC)c1 (stereo not drawn)
39: COc1ccccc1CNC(=O)C1CCN(S(=O)(=O)N2CCCCC2)CC1
40: CCc1c(C(=O)NCc2cnn(C)c2)csc1C
41: Cc1cccc(C)c1NC(=O)CNC(=O)Cc1c[nH]c2ccccc12
42: CCOc1ccccc1N1CC(C(=O)NCCC2=CCCCC2)CC1=O (stereo not drawn)
screen / no.,37,38,39,40,41,42
CSN inh,2,0,2,2,-1,5
STEP block,3,-1,0,3,-2,-2
NadD inh,7,8,5,-2,-1,1
Neddyl block,i,i,i,i,i,i
Scp1 inh,-7,0,-8,-4,0,-5
LMPTP block,0.4,-1.6,-0.4,-1.3,-0.1,0.4
Rin1-Abl PPI inh,-7,-6,5,4,-3,2
DNMT1 block,-2,2,6,-4,-2,-2
Rpn11 inh,i,i,i,i,i,i
SUMO1 PPI mod,-7,-5,-4,2,2,0

43: Cc1cc(=O)[nH]c2c1c(C)nn2C1CCCCC1
44: CCCC(C(=O)NC(C)(C)C)N(Cc1ccccc1Cl)C(=O)c1snc(C(N)=O)c1N (stereo not drawn)
45: CCOCCn1c(N2CCN(c3ccc(OC)cc3)CC2)nc2c1c(=O)[nH]c(=O)n2C
46: O=C(CNC(=O)c1ccccc1)OCc1ccc([N+](=O)[O-])cc1
47: COc1cc(CSC)nc(-c2ccccc2)n1
48: COc1ccc(NC(=S)N2CCC(C(O)(c3ccccc3)c3ccccc3)CC2)cc1
screen / no.,43,44,45,46,47,48
CSN inh,3,-4,4,-14,-8,-11
STEP block,1,-2,0,3,0,0
NadD inh,5,-2,2,1,-2,3
Neddyl block,i,i,i,i,i,i
Scp1 inh,-3,-11,-2,-5,-4,1
LMPTP block,0.0,-0.6,-1.1,-0.3,0.1,1.6
Rin1-Abl PPI inh,1,0,-2,1,4,-1
DNMT1 block,-13,6,-2,11,4,0
Rpn11 inh,i,i,i,i,i,i
SUMO1 PPI mod,-2,-2,1,-12,-1,-1

49: O=C(NCCN1CCC(n2c(=O)[nH]c3ccccc32)CC1)c1cccnc1
50: Cc1n[nH]c(C)c1N1C(=O)c2cccc3c(N4CCCCCC4)ccc(c23)C1=O
51: C=CCNC(=O)c1ccc(C)c(Br)c1
52: CCC(CC)NCc1ccc(OC)cc1OC
screen / no.,49,50,51,52
CSN inh,1,-70,1,-4
STEP block,·,-84,-7,-3
NadD inh,-4,0,4,-5
Neddyl block,i,i,i,i
Scp1 inh,·,-7,5,-1
LMPTP block,2.0,0.5,-0.6,-1.0
Rin1-Abl PPI inh,·,-7,-1,-2
DNMT1 block,·,42,0,-1
Rpn11 inh,·,i,i,i
SUMO1 PPI mod,7,-65,-2,-4
